HTR5A ag = activates human HTR5A in OPRM1-OPRD1 agonist counter-screen; activation, % at 9.3 µM; P47898; HTR5A agonist assay, luminescence, cell-based; hit rate 0.61% among 340,000; in the data active = activation mostly above about 9.5%, no sharp cut-off; inactive = mostly below about 7.6%;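 note: 0% = cells with vehicle only and 100% = reference agonist; strong numbers were not always called active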
Target sequence (P47898 whole entry, looked up): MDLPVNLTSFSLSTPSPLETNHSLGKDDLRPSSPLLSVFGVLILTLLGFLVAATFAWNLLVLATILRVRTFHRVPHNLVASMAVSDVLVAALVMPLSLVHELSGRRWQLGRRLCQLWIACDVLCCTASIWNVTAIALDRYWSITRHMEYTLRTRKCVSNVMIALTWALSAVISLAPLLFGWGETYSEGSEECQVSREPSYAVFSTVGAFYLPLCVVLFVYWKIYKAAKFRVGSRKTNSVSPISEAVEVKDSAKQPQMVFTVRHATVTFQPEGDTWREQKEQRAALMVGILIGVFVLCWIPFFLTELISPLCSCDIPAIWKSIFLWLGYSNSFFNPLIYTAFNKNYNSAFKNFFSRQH
cardiac RTF act = increases calcium sensitivity of human cardiac regulated thin filaments. activation, % at 7.2 µM. IANBD-labeled TnC RTF fluorescence at EC20 calcium; 0% EC20 calcium, 100% full calcium. P19429+P45379. hit rate 0.24% among 340,000;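 active = activation above the mean over all tested compounds plus 3 SD, cut at about 30% in these data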;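 note: rise in fluorescence read as greater calcium sensitivity of cardiac thin filaments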
V-ATPase pH = yeast V-ATPase proton transport regulation by pHLuorin; S. cerevisiae, pHLuorin cytosolic pH fluorescence; response, % at 10 µM; hit rate 0.37% among 350,000; in the data active = response mostly above about 7.3%, no sharp cut-off; inactive = mostly below about 5.4%; note: actives read high; inactives centre near 0; some compounds called inactive have numbers as strong as hits; reference of the scale not given here
OPRM1-OPRD1 inv = inverse agonists of human mu-delta opioid receptor heterodimerization. cell-based MOR-DOR heterodimer luminescence, inverse agonism. inhibition, % at 9.3 µM. hit rate 0.21% among 340,000; in the data active = inhibition above about 22%, passing the limit was not always enough;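 note: 0% = cells with DMSO and 100% = wells without cells with DMSO; values of inactives mirror those of a sister screen read the other way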
LANA DNA inh = blocks KSHV LANA C-terminal domain binding to DNA; MBP-C-LANA/FAM-LBS DNA binding, fluorescence polarization; inhibition, % at 9 µM; hit rate 0.078% among 340,000;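 active = highest replicate inhibition at or above 60% at 9 µM, even if other replicates fall short; inactive = all replicates below 60% inhibition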;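 note: 0% = neutral control wells and 100% = 4 µM acridine orange control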
HTR5A inv ctr = inverse agonist of human HTR5A in OPRM1-OPRD1 counter-screen. HTR5A cell line, luminescence, inverse agonism. inhibition, % at 9.3 µM. hit rate 0.083% among 340,000. AID 504634; in the data active = inhibition mostly above about 23%, no sharp cut-off; inactive = mostly below about 18%;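 note: 0% = cells with DMSO and 100% = no-cell wells with DMSO; some compounds called inactive have numbers as strong as hits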
CAL PDZ FP = CAL PDZ (human) peptide binding inhibition | Q9HD26 | purified CAL PDZ, TMR-peptide fluorescence polarization, 1 h | inhibition, % at 24.9 µM | hit rate 0.92% among 300,000;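 active = mean inhibition of at least 30% with at least half of replicates also reaching 30%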;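 note: 0% = DMSO neutral control and 100% = excess unlabeled competitor peptide PRC23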
OPRM1-OPRD1 ag = agonists of human mu-delta opioid receptor heterodimerization | cells, OPRM1-OPRD1 heterodimerization, luminescence | hit rate 0.3% among 340,000 | P35372+P41143 | activation, % at 9.3 µM; in the data active = activation above about 18%;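 note: 0% = vehicle-treated cells and 100% = reference agonist; values of inactives mirror those of a sister screen read the other way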
Keap1 Nrf2 FP = disrupts human Keap1 binding to Nrf2 peptide; Q14145; Keap1 Kelch-Nrf2 peptide fluorescence polarization, 1536-well; inhibition, % at 9.4 µM; hit rate 0.15% among 340,000; AID 504523; in the data active = inhibition above about 12%;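 note: human Keap1 Kelch domain with fluorescein labeled Nrf2 9mer peptide probe; 0% = neutral control wells and 100% = peptide positive control; higher means more block of Keap1 binding to Nrf2 peptide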
Target sequence (Q14145 whole entry, looked up, the tested form may be a part): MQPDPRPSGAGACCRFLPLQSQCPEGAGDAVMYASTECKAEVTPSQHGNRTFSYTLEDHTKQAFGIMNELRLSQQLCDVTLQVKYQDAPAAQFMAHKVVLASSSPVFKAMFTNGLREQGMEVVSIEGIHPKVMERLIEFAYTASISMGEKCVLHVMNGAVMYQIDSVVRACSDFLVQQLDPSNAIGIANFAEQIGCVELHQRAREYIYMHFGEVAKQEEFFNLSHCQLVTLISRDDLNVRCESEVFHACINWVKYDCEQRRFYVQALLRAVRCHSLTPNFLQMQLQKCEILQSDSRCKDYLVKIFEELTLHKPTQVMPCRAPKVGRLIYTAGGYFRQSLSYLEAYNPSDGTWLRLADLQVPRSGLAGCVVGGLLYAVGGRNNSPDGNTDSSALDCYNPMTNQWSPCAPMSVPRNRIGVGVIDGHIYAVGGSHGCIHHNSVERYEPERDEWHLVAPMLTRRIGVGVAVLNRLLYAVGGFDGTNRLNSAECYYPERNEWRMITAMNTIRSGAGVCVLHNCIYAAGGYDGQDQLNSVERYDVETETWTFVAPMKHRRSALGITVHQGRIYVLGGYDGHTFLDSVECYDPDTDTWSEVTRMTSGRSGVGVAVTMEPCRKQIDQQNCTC
Cardiac RTF inh = cardiac RTF calcium desensitization; P19429+P45379; IANBD-labeled cardiac RTF, Ca2+ fluorescence; inhibition, % at 7.15 µM; hit rate 0.12% among 340,000;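 active = inhibition above the mean inhibition of all tested compounds plus 3 SD, cut at about 17% in these data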;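 note: assay run at fixed EC70 calcium of 1.6 mM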
* hit, by the source's call.

CCN(Cc1nc(-c2cccc(Cl)c2)no1)CC1CCCO1 (stereo not drawn) was read as HTR5A ag 0, cardiac RTF act -2, V-ATPase pH -2, OPRM1-OPRD1 inv -22, LANA DNA inh 2.9, HTR5A inv ctr 0, CAL PDZ FP -2, OPRM1-OPRD1 ag 3.9, Keap1 Nrf2 FP 3 and Cardiac RTF inh -5.
`OC1(c2ccccc2)CN(c2ccccc2)C2=[N+]1CCS2` (stereo not drawn) gave HTR5A ag 2, cardiac RTF act -1, V-ATPase pH -2, OPRM1-OPRD1 inv -8, LANA DNA inh -0.4, HTR5A inv ctr -7, CAL PDZ FP 1, OPRM1-OPRD1 ag 1.5, Keap1 Nrf2 FP 0 and Cardiac RTF inh -2.
For Cc1sc2nc(CSCC(=O)Nc3ccc(N4CCOCC4)cc3)[nH]c(=O)c2c1C the results were HTR5A ag -3, cardiac RTF act -3, V-ATPase pH 0, OPRM1-OPRD1 inv 8, LANA DNA inh 1.7, HTR5A inv ctr 6, CAL PDZ FP 3, OPRM1-OPRD1 ag -1.5, Keap1 Nrf2 FP 3 and Cardiac RTF inh -11.
`COc1ccc(N2CC(C(=O)Nc3ncccc3C)CC2=O)cc1` (stereo not drawn) gave HTR5A ag -1, cardiac RTF act 4, V-ATPase pH 0, OPRM1-OPRD1 inv 7, LANA DNA inh 0.3, HTR5A inv ctr -23, CAL PDZ FP -1, OPRM1-OPRD1 ag -1.5, Keap1 Nrf2 FP -2 and Cardiac RTF inh -3.
Screening Cc1cc(C)n2cc(CSCc3ccco3)nc2n1 returned HTR5A ag 2, cardiac RTF act 6, V-ATPase pH 0, OPRM1-OPRD1 inv -1, LANA DNA inh 2.3, HTR5A inv ctr -18, CAL PDZ FP -5, OPRM1-OPRD1 ag 0.2, Keap1 Nrf2 FP -5 and Cardiac RTF inh -5.
Screening CN(C)S(=O)(=O)c1cc(C(=O)OCCn2cnc3c2c(=O)n(C)c(=O)n3C)ccc1Cl returned HTR5A ag -2, cardiac RTF act 2, V-ATPase pH 2, OPRM1-OPRD1 inv 12, LANA DNA inh 1.1, HTR5A inv ctr 6, CAL PDZ FP -3, OPRM1-OPRD1 ag -2.2, Keap1 Nrf2 FP 1 and Cardiac RTF inh -4.
COc1cc(OC)cc(C(=O)N2CCC(N3CCN(c4ccccc4OC)CC3)CC2)c1 was read as HTR5A ag -5, cardiac RTF act 7, V-ATPase pH -1, OPRM1-OPRD1 inv 3, LANA DNA inh 0.7, HTR5A inv ctr -18, CAL PDZ FP -7, OPRM1-OPRD1 ag -0.5, Keap1 Nrf2 FP 0 and Cardiac RTF inh -28.
COC(C[C@H](O)C[C@H](O)COCc1ccccc1)OC was read as HTR5A ag 3, cardiac RTF act 9, V-ATPase pH 2, OPRM1-OPRD1 inv 3, LANA DNA inh 1.7, HTR5A inv ctr -8, CAL PDZ FP 0, OPRM1-OPRD1 ag -0.5, Keap1 Nrf2 FP 0 and Cardiac RTF inh -1.
`Cc1cc(C)n(-c2nc3nonc3nc2Nc2cccc(C)c2C)n1` gave HTR5A ag 3, cardiac RTF act -3, V-ATPase pH 0, OPRM1-OPRD1 inv 2, LANA DNA inh 0.1, HTR5A inv ctr -10, CAL PDZ FP -3, OPRM1-OPRD1 ag -0.3, Keap1 Nrf2 FP -11 and Cardiac RTF inh 2.
Screening O=C(Nc1ccccc1)c1ccccc1OCc1cccc([N+](=O)[O-])c1 returned HTR5A ag 0, cardiac RTF act -3, V-ATPase pH 1, OPRM1-OPRD1 inv 7, LANA DNA inh 2.7, HTR5A inv ctr 1, CAL PDZ FP -7, OPRM1-OPRD1 ag -1.5, Keap1 Nrf2 FP 2 and Cardiac RTF inh -9.

The last 2 records of the part before are carried over, then new ones follow.
`Cc1cc(C)n(-c2nc3nonc3nc2Nc2cccc(C)c2C)n1` gave HTR5A ag 3, cardiac RTF act -3, V-ATPase pH 0, OPRM1-OPRD1 inv 2, LANA DNA inh 0.1, HTR5A inv ctr -10, CAL PDZ FP -3, OPRM1-OPRD1 ag -0.3, Keap1 Nrf2 FP -11 and Cardiac RTF inh 2.
Screening O=C(Nc1ccccc1)c1ccccc1OCc1cccc([N+](=O)[O-])c1 returned HTR5A ag 0, cardiac RTF act -3, V-ATPase pH 1, OPRM1-OPRD1 inv 7, LANA DNA inh 2.7, HTR5A inv ctr 1, CAL PDZ FP -7, OPRM1-OPRD1 ag -1.5, Keap1 Nrf2 FP 2 and Cardiac RTF inh -9.
Screening O=C(C1CCN(S(=O)(=O)c2cccc([N+](=O)[O-])c2)CC1)N1CCOCC1 returned HTR5A ag 4, cardiac RTF act -3, V-ATPase pH -1, OPRM1-OPRD1 inv 5, LANA DNA inh 0.3, HTR5A inv ctr -12, CAL PDZ FP -1, OPRM1-OPRD1 ag -0.9, Keap1 Nrf2 FP 3 and Cardiac RTF inh -7.
Screening CC1CCN(S(=O)(=O)c2ccc3c(c2)N(CC(=O)NCCCOC(C)C)C(=O)CO3)CC1 returned HTR5A ag 0, cardiac RTF act 1, V-ATPase pH 0, OPRM1-OPRD1 inv 17, LANA DNA inh -1.2, HTR5A inv ctr 20, CAL PDZ FP -3, OPRM1-OPRD1 ag -3.4, Keap1 Nrf2 FP -2 and Cardiac RTF inh -6.
`COC(=O)Cn1c(=NC(=O)CSCC(=O)Nc2cc(C)on2)sc2cc(C(=O)OC)ccc21` gave HTR5A ag -5, cardiac RTF act 4, V-ATPase pH 2, OPRM1-OPRD1 inv 5, LANA DNA inh 1.9, HTR5A inv ctr 16, OPRM1-OPRD1 ag -0.9, Keap1 Nrf2 FP -4 and Cardiac RTF inh -6.
`CC1=[N+](CC(=O)NC(C)(C)C)CCc2ccccc21` gave HTR5A ag -8, cardiac RTF act -7, V-ATPase pH -4, OPRM1-OPRD1 inv 6, LANA DNA inh 2.8, HTR5A inv ctr 22, CAL PDZ FP 3, OPRM1-OPRD1 ag -1.0, Keap1 Nrf2 FP 4 and Cardiac RTF inh -4.
`COc1cccc(C(=O)NC(C)c2ccc(Br)cc2)c1` (stereo not drawn) gave HTR5A ag -4, cardiac RTF act 2, V-ATPase pH -4, OPRM1-OPRD1 inv 11, LANA DNA inh -0.3, HTR5A inv ctr 19, CAL PDZ FP 0, OPRM1-OPRD1 ag -2.4, Keap1 Nrf2 FP -3 and Cardiac RTF inh -3.
Screening O=C(COC(=O)c1ccccc1Cl)NC1CCCCCC1 returned HTR5A ag 7, cardiac RTF act -9, V-ATPase pH 6, OPRM1-OPRD1 inv 8, LANA DNA inh -0.5, HTR5A inv ctr -25, OPRM1-OPRD1 ag -1.6, Keap1 Nrf2 FP -1 and Cardiac RTF inh -5.
Screening CCOc1cc(/C=N/N=C2/NC(=O)C(CC(=O)O)S2)ccc1OCc1ccccc1Cl (stereo not drawn) returned HTR5A ag -3, cardiac RTF act -5, V-ATPase pH 3, OPRM1-OPRD1 inv 16, LANA DNA inh -0.1, HTR5A inv ctr 2, CAL PDZ FP -4, OPRM1-OPRD1 ag -2.6, Keap1 Nrf2 FP 0 and Cardiac RTF inh -1.
CCN1C/C(=C/c2cccc([N+](=O)[O-])c2)C(=O)/C(=C/c2cccc([N+](=O)[O-])c2)C1 was read as HTR5A ag -1, cardiac RTF act -9, V-ATPase pH 3, OPRM1-OPRD1 inv -11, LANA DNA inh -0.8, HTR5A inv ctr 4, OPRM1-OPRD1 ag 2.0, Keap1 Nrf2 FP -1 and Cardiac RTF inh 3.
`COc1ccc(/C=C/C(=O)N2CCN(c3ccccn3)CC2)c(OC)c1OC` gave HTR5A ag -1, cardiac RTF act -4, V-ATPase pH -5, OPRM1-OPRD1 inv 6, LANA DNA inh 0.3, HTR5A inv ctr 2, CAL PDZ FP -3, OPRM1-OPRD1 ag -1.2, Keap1 Nrf2 FP -2 and Cardiac RTF inh 1.
`Cc1nnc(NC(=O)CN2CCN(Cc3ccccc3)CC2)s1` gave HTR5A ag 5, cardiac RTF act 1, V-ATPase pH -4, OPRM1-OPRD1 inv 1, LANA DNA inh -0.3, HTR5A inv ctr 7, CAL PDZ FP -1, OPRM1-OPRD1 ag -0.2, Keap1 Nrf2 FP -7 and Cardiac RTF inh -2.
Cc1cc(OC(C)C(=O)NCC2CCC(C(=O)O)CC2)c2c(C)cc(=O)oc2c1 (stereo not drawn) was read as HTR5A ag 1, cardiac RTF act 7, V-ATPase pH -2, OPRM1-OPRD1 inv 5, LANA DNA inh 1.3, HTR5A inv ctr 6, CAL PDZ FP -5, OPRM1-OPRD1 ag -0.9, Keap1 Nrf2 FP -5 and Cardiac RTF inh -1.
For CC(C)=CCN1CCN(Cc2ccc(C#CC(C)(C)O)s2)CC1CCO (stereo not drawn) the results were HTR5A ag -4, cardiac RTF act 2, V-ATPase pH 5, OPRM1-OPRD1 inv -19, LANA DNA inh 0.8, HTR5A inv ctr 12, CAL PDZ FP 3, OPRM1-OPRD1 ag 2.6, Keap1 Nrf2 FP -6 and Cardiac RTF inh -13.
`c1ccc(-c2cc(-c3nnc4n3N=C(c3ccc5ccccc5c3)CS4)[nH]n2)cc1` gave HTR5A ag 15*, cardiac RTF act -1, V-ATPase pH -4, OPRM1-OPRD1 inv -12, LANA DNA inh 0.7, HTR5A inv ctr -66, OPRM1-OPRD1 ag 2.2, Keap1 Nrf2 FP -4 and Cardiac RTF inh -2.
COc1ccc(-c2noc3c2-c2nc(C4CCCCC4)sc2CC3)cc1 was read as HTR5A ag 9, cardiac RTF act -11, V-ATPase pH 6, OPRM1-OPRD1 inv 5, LANA DNA inh -2.3, HTR5A inv ctr -1, CAL PDZ FP -1, OPRM1-OPRD1 ag -0.8, Keap1 Nrf2 FP -4 and Cardiac RTF inh -2.
`COc1cc(C2Nc3cccc4cccc(c34)N2)ccc1O` gave HTR5A ag -1, cardiac RTF act -3, V-ATPase pH 1, OPRM1-OPRD1 inv -2, LANA DNA inh 0.3, HTR5A inv ctr 2, CAL PDZ FP -5, OPRM1-OPRD1 ag 0.4, Keap1 Nrf2 FP 1 and Cardiac RTF inh 1.
`O=C(N[C@@H]1C/C=C\C[C@@H](CC(=O)N(CCO)Cc2ccccc2)C(=O)N[C@@H](c2ccccc2)COC1=O)OCC1c2ccccc2-c2ccccc21` gave HTR5A ag -1, cardiac RTF act -5, V-ATPase pH 1, OPRM1-OPRD1 inv -2, LANA DNA inh -1.9, HTR5A inv ctr -7, CAL PDZ FP -1, OPRM1-OPRD1 ag 0.4, Keap1 Nrf2 FP 3 and Cardiac RTF inh -5.
`Cc1csc2c(=O)[nH]cnc12` gave HTR5A ag 1, cardiac RTF act 14, V-ATPase pH -1, OPRM1-OPRD1 inv 0, LANA DNA inh -1.4, HTR5A inv ctr -2, OPRM1-OPRD1 ag 0.0, Keap1 Nrf2 FP -4 and Cardiac RTF inh -5.
Screening CCOc1ccc2cc(C#N)c(SCC(=O)OC)nc2c1 returned HTR5A ag -1, cardiac RTF act 3, V-ATPase pH 2, OPRM1-OPRD1 inv -8, LANA DNA inh -0.2, HTR5A inv ctr 2, CAL PDZ FP -2, OPRM1-OPRD1 ag 1.6, Keap1 Nrf2 FP -6 and Cardiac RTF inh -8.
For O=C(CC12CC3CC(CC(C3)C1)C2)N/N=C/c1ccncc1 the results were HTR5A ag 2, cardiac RTF act -9, V-ATPase pH 1, OPRM1-OPRD1 inv 12, LANA DNA inh -1.1, HTR5A inv ctr -9, CAL PDZ FP -4, OPRM1-OPRD1 ag -2.2, Keap1 Nrf2 FP 6 and Cardiac RTF inh 4.

Screening results: PubChem BioAssay, several laboratories
